Screening results: PubChem BioAssay, The Scripps Research Institute Molecular Screening Center
CHO-K1 Ca antag: nonselective inhibitor or artifact in parental CHO-K1 cells. ATP-induced calcium, Fluo-8 fluorescence. inhibition, % at 3 µM. 360,000 tested, 0.6% active. AID 602250;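 active = inhibition above a per-plate cutoff, the plate's mean sample inhibition plus 3 SD, cut at about 24% in these data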;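 note: 0% = DMSO plus EC80 ATP and 100% = DMSO alone without ATP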
TAAR1 antagonist: human TAAR1 antagonism. inhibition, % at 3 µM. CHO RD-HGA16 TAAR1, Fluo-8 calcium fluorescence, antagonist. AID 624466. 360,000 tested, 1.5% active. Q96RJ0;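 active = inhibition above a per-plate cutoff, the mean inhibition of test compounds on that plate plus 3 SD, cut at about 49% in these data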;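 note: 0% = DMSO plus EC80 beta-PEA response and 100% = DMSO alone without agonist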
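System: CHO RD-HGA16 cells bearing hTAAR1. Reagent: EC80 β-phenethylamine stimulus. Schedule: seeding 17-24 h prior, 75-min 37 °C, 30-min RT dye loading. Signal: Fluo-8 intracellular calcium dye fluorescence, real-time kinetic reads. Read-out: % inhibition from peak post-agonist over basal fluorescence ratio. Benchmarks: vehicle wells and EC80 agonist wells. Replicates: n of 1.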
M1 PAM parental: nonselective activator or artifact in parental CHO-K1 calcium assay. AID 602247. activation, % at 3 µM. 360,000 tested, 0.02% active. ATP EC20, Fluo-8 calcium fluorescence; 0% at ATP EC20, 100% at ATP max;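 active = activation above the run cutoff, the mean activation of all test compounds plus 3 SD, cut at about 40% in these data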;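 note: peak over basal fluorescence ratio in a 140 s read after ATP addition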
CHO parental Ca: counter-screen: ATP calcium response change in parental CHO cells; inhibition, % at 5.6 µM; 330,000 tested, 0.63% active; parental CHO-K1, ATP-induced calcium, Fluo-8 fluorescence; AID 463079;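 active = inhibition above that plate's mean sample inhibition plus 3 SD, cut at about 26% in these data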;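 note: 0% = ATP-challenged DMSO wells and 100% = DMSO wells without ATP; some compounds past the cut are filed as inactive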
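Assay system: parental CHO cells; Read-out basis: percent inhibition of ATP-evoked calcium rise, normalized to controls; Benchmarks: ATP and no-ATP DMSO wells; Compound dosing: single nominal dose of 5.6 µM per compound; Signal: Fluo-8 calcium dye fluorescence; Also added: ATP as calcium-mobilizing challenge; Repeats: singlicate.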
V1aR counter: activates human V1a receptor in oxytocin agonist counter-screen; P37288; CHO-V1R cells, Fluo-8 calcium fluorescence, agonist mode; 0% DMSO, 100% 3 nM vasopressin; activation, % at 3 µM; 320,000 tested, 0.25% active; AID 2797;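 active = activation above the mean activation of all tested compounds plus 3 SD, per screening run, cut at about 20% in these data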;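 note: signal is peak over basal fluorescence ratio across a 100 second FLIPR read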
Target sequence (P37288 whole entry, looked up): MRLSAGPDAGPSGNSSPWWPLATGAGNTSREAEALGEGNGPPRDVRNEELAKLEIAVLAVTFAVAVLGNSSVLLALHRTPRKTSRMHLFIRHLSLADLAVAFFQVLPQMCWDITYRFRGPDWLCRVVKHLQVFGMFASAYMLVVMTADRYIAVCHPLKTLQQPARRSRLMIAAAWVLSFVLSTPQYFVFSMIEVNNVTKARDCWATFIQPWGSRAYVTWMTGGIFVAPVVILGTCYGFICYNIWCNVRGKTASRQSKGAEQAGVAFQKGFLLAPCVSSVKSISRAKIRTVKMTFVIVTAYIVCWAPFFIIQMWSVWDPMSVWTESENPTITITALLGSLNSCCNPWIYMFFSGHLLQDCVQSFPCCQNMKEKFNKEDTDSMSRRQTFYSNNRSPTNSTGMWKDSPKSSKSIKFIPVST
TAAR1 agonist: agonists of human TAAR1; Q96RJ0; CHO RD-HGA16 TAAR1, Fluo-8 calcium fluorescence; vehicle wells 0%, saturating PEA agonist 100%; activation, % at 3 µM; 360,000 tested, 0.99% active;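 active = activation above the mean activation of all test compounds in the run plus 3 SD, cut at about 38% in these data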
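Repeats: no replicates (n 1) | Material: CHO-derived RD-HGA16 cells with stable Gα16 and human TAAR1 | Technique: Kinetic Fluo-8 calcium fluorescence | Schedule: 17-24 h seeding, 75 min 37 °C dye, 30 min RT | Evaluation: % activation from peak over basal fluorescence ratio, DMSO-to-PEA scaled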
M1 ag parental: M1 agonist counterscreen hit in parental CHO-K1 cells; Fluo-8 calcium fluorescence; scaled to maximal ATP response, vehicle zero; activation, % at 3 µM; 360,000 tested, 0.48% active; AID 602248; in the data active = activation above about 15%;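 note: untransfected CHO-K1 host cells lacking M1 receptor as counterscreen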
OXTR potentiate: potentiators of human oxytocin receptor; 320,000 tested, 0.061% active; activation, % at 3 µM; CHO-OTR cells, Fluo-8 calcium fluorescence, potentiator mode; 0% = oxytocin EC15, 100% = EC100; P30559;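 active = activation above that plate's cutoff, the mean activation of tested compounds plus 3 SD, cut at about 6.6% in these data, passing the limit was not always enough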;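 note: 100% uses oxytocin at 75 nM as the full agonist control; some results filed as inactive read as strong as hits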
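Material: human OTR in CHO cells. Compound: 3.0 µM, one dose. Timing: compound 6 min at room temperature before oxytocin, 100 s read. Evaluation: % activation of max/min ratio relative to oxytocin controls. Replication: single well per compound, singlicate. Signal: Fluo-8 calcium dye fluorescence.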
M1 ag: activates human CHRM1 receptor; CHO-K1 hM1, Fluo-8 calcium fluorescence, agonist mode; 0% DMSO, 100% acetylcholine EC100; activation, % at 3 µM; 360,000 tested, 0.33% active; AID 588814;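 active = activation above the run's mean compound activation plus 3 SD, cut at about 16% in these data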;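 note: peak over basal fluorescence ratio within a 140 s kinetic read after compound addition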
Target sequence (P11229 whole entry, looked up): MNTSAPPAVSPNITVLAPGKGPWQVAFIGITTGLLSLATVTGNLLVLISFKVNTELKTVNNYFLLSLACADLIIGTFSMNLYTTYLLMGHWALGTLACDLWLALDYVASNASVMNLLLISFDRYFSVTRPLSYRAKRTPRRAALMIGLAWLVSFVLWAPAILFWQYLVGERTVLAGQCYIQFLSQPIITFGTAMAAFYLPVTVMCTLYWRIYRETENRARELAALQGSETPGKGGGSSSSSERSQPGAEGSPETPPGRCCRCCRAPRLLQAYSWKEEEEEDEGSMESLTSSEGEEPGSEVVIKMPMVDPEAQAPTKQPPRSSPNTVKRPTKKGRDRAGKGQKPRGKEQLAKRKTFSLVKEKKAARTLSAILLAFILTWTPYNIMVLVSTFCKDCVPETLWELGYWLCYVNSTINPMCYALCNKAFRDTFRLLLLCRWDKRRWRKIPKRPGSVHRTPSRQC
Active calls of the source: *; / = not tested or not shown.

The first seven records (preview)
Below each compound: CHO-K1 Ca antag	TAAR1 antagonist	M1 PAM parental	CHO parental Ca	V1aR counter	TAAR1 agonist	M1 ag parental	OXTR potentiate	M1 ag
CC(=O)Nc1ccc(NC(=O)C(C)OC(=O)C2CC3C=CC2C3)cc1 (centres undefined)
  1	-1	19	2	-0.7	0	0.3	-4	-4
CCCCNC(=O)[C@@H]1CSC2c3ccccc3C(=O)N21 (some centres undefined)
  3	-1	-9	/	/	-1	0.3	/	0
CCc1ccc(O)c(-c2cc(C(=O)Nc3cccnc3)[nH]n2)c1
  -6	0	11	2	2.8	4	-0.1	-3	1
CCOC(=O)C1=C(C)NC(C)=C(C(=O)OCC)C1C
  -4	-14	18	-17	-1.4	-2	0.1	4	-8
Nc1cc2c(cc1Br)[nH]c(=O)c1ccccc12
  -9	-14	-9	/	/	0	0.6	/	-2
Cc1cccc(C)c1NC(=O)c1cc(S(=O)(=O)N2CCC3(CC2)OCCO3)ccc1F
  0	-15	1	/	/	2	0.1	/	-1
Cc1ccc(NC(=O)CN(C)c2ccc(S(=O)(=O)N3CCN(C)CC3)cn2)cc1
  -7	-9	3	-2	-0.2	1	-0.4	-7	-3

The whole of this part (from the top)
Below each compound: CHO-K1 Ca antag	TAAR1 antagonist	M1 PAM parental	CHO parental Ca	V1aR counter	TAAR1 agonist	M1 ag parental	OXTR potentiate	M1 ag
CC(=O)Nc1ccc(NC(=O)C(C)OC(=O)C2CC3C=CC2C3)cc1 (centres undefined)
  1	-1	19	2	-0.7	0	0.3	-4	-4
CCCCNC(=O)[C@@H]1CSC2c3ccccc3C(=O)N21 (some centres undefined)
  3	-1	-9	/	/	-1	0.3	/	0
CCc1ccc(O)c(-c2cc(C(=O)Nc3cccnc3)[nH]n2)c1
  -6	0	11	2	2.8	4	-0.1	-3	1
CCOC(=O)C1=C(C)NC(C)=C(C(=O)OCC)C1C
  -4	-14	18	-17	-1.4	-2	0.1	4	-8
Nc1cc2c(cc1Br)[nH]c(=O)c1ccccc12
  -9	-14	-9	/	/	0	0.6	/	-2
Cc1cccc(C)c1NC(=O)c1cc(S(=O)(=O)N2CCC3(CC2)OCCO3)ccc1F
  0	-15	1	/	/	2	0.1	/	-1
Cc1ccc(NC(=O)CN(C)c2ccc(S(=O)(=O)N3CCN(C)CC3)cn2)cc1
  -7	-9	3	-2	-0.2	1	-0.4	-7	-3
COCCN(Cc1cc2cc3c(cc2n2nnnc12)OCO3)C(=O)c1ccccc1F
  -14	5	20	-18	-1.0	2	0.3	-7	-5
CC(C)CSc1ncnc2c1oc1nc3c(cc12)COC(C)(C)C3
  -7	-15	-2	-10	-0.1	0	0.3	-1	-2
O=c1c2nncn2c2cc(C(F)(F)F)ccc2n1CCNc1ncc(C(F)(F)F)cc1Cl
  -13	-14	19	6	0.9	3	1.4	-2	0
CSCCc1nc(SCC(=O)Nc2nnc(C)s2)[nH]c1C
  -3	-1	14	-8	0.8	7	0.3	-1	-2
CC(C)CCN1CCN(Cc2ccon2)CC1CCO (centres undefined)
  -6	-8	9	-7	0.6	0	0.5	7	-2
O=C(CSc1nc2ccccc2[nH]1)c1ccc2c(c1)OCO2
  -1	6	13	-14	1.4	7	1.9	-7	-4
COc1ccc(Cl)cc1CC1(C)C(=O)Nc2c(Cl)cccc21 (centres undefined)
  -17	-14	19	/	/	3	0.0	/	-5
COc1ccc(NC(=O)CS(=O)CC(=O)Nc2cccc3cccnc23)cc1 (centres undefined)
  -19	-4	24	-16	-1.2	-2	2.0	5	-5
COc1ccc2cc(CN(C(=O)Nc3ccccc3OC)C3CCCC3)c(=O)[nH]c2c1
  1	17	12	-32	-1.0	13	0.5	0	-1
O=C(NC(=S)Nc1ccccc1F)C1CCCCC1
  -10	-21	16	-3	-1.0	1	-0.4	-9	-6
Cc1nc(S/C(=C/c2ccc(-c3cccc(Cl)c3)o2)C(=O)O)n[nH]1
  -6	21	14	-11	0.3	9	0.1	-17	2
Cc1cc(C)n2nc(SCC(=O)N(Cc3ccccc3)C3CCS(=O)(=O)C3)nc2n1 (centres undefined)
  -5	5	18	-4	-0.9	7	4.9	-6	-7
CC(C)(C)C(=O)n1nc(-c2ccccc2)oc1=O
  -1	7	8	1	0.5	2	0.3	0	-3

Two successive records from above, for reference:
Below each compound: CHO-K1 Ca antag	TAAR1 antagonist	M1 PAM parental	CHO parental Ca	V1aR counter	TAAR1 agonist	M1 ag parental	OXTR potentiate	M1 ag
Cc1ccc(NC(=O)CN(C)c2ccc(S(=O)(=O)N3CCN(C)CC3)cn2)cc1
  -7	-9	3	-2	-0.2	1	-0.4	-7	-3
COCCN(Cc1cc2cc3c(cc2n2nnnc12)OCO3)C(=O)c1ccccc1F
  -14	5	20	-18	-1.0	2	0.3	-7	-5

Continued.
Below each compound: CHO-K1 Ca antag	TAAR1 antagonist	M1 PAM parental	CHO parental Ca	V1aR counter	TAAR1 agonist	M1 ag parental	OXTR potentiate	M1 ag
O=C(CSc1nnc(-c2cccnc2)n1CCc1ccccc1)N1CCCCC1
  -6	-3	4	-7	-0.1	0	-0.2	-4	-1
COc1ccc(C2=NN(C(C)=O)CC2c2cccc([N+](=O)[O-])c2)cc1 (centres undefined)
  -13	18	23	0	3.7	33	3.2	-4	-4
c1ccc(Nc2nc(-c3ccncc3)nc3ccccc23)cc1
  -16	2	26	-14	-1.7	-1	1.3	1	-5
CC(CNC(=O)CCCn1c(=O)c2cccn2c2cccnc21)c1ccccc1 (centres undefined)
  -1	20	-9	/	/	2	2.8	/	-5
CCN(CC)S(=O)(=O)c1ccc(C(=O)NNC(=O)c2csc(N3CCOCC3)n2)cc1
  -13	-12	8	6	0.5	3	0.3	1	-5
CC1(C)S[C@@H]2[C@H](NC(=O)C(C(=O)O)c3ccccc3)C(=O)N2[C@H]1C(=O)O (some centres undefined)
  -6	/	9	-2	0.2	/	0.2	-9	-2
COC(=O)c1cc(NC(=O)CN2CCC(C(N)=O)(N3CCCCC3)CC2)cc(C(=O)OC)c1
  -9	-10	14	-13	0.6	0	0.1	1	-5
COc1ccccc1C(=O)OCC(=O)Nc1ccc(OC(F)F)cc1
  4	14	4	-4	-0.6	4	0.4	-13	-4
CCC(=O)Nc1ccc(NC(=O)c2cc3ccccc3o2)c(OC)c1
  2	39	-14	-13	2.2	12	3.0	-6	0
Cc1nn(-c2ccccc2)c(Cl)c1/C=N/NC(=O)CNC(=O)c1ccccc1Cl
  4	46	-7	-10	0.3	3	1.4	-3	-8
Cc1ccc(C(=O)N2CCC(C(=O)NC3CCCC3)CC2)cc1
  -2	4	7	-6	0.1	-1	0.2	-2	-3
COc1ccc(NC(=O)CSc2nc3c(cc2C#N)CN(C)CC3)cc1
  -15	-6	19	-5	0.0	1	2.2	-11	-6
CCOC(=O)c1[nH]c(C)c(CCC(=O)OC)c1C
  -2	-9	16	-8	-0.4	13	0.2	3	-2
Cc1nc(Nc2cc(F)ccc2C)c2nnn(Cc3ccccc3)c2n1
  -1	-2	-5	-11	-0.9	3	-0.5	1	-2
COC(=O)CSc1nnc(-c2ccco2)o1
  19	2	-11	-7	0.2	0	-0.2	3	-2
COc1cc(C(=S)NC2CCCCC2)ccc1O
  2	-20	17	9	0.0	4	-0.1	-4	-10
O=C(NCc1nc2ccccc2[nH]1)c1cccc(S(=O)(=O)N2CCCC2)c1
  -2	-9	6	-13	0.0	9	-0.1	-12	-5
O=C(CCCSc1nc2ccccc2s1)NC1=NCCS1
  2	8	13	-4	1.8	6	2.8	-2	-6
COc1cc([C@H]2[C@@H]3CCCC[C@]3(O)CCN2CC(=O)Nc2ccc(C)cc2)ccc1O
  1	14	-5	0	1.9	12	1.6	-9	-4
O=C(NNC(=O)c1cc2cc3ccccc3nc2s1)c1ccc(F)cc1
  -10	1	19	6	-0.5	15	0.2	-10	-2
O=C(c1ccccc1)c1ccc(OC(=O)N2CCOCC2)cc1
  -8	-14	20	-13	-0.1	5	2.7	2	-4
Cc1ccc(C2C3=C(CC(C)(C)CC3=O)N(CCN3CCOCC3)C3=C2C(=O)CC(C)(C)C3)cc1
  18	1	-7	-21	-0.6	13	0.2	-8	-3
COC(=O)CC1(CC(N)=O)SCCS1
  -11	5	4	/	/	0	0.2	/	0
CC12CCC(C(=O)N(CCC#N)CCC#N)(CC1=O)C2(C)C (centres undefined)
  -9	9	20	0	1.1	5	0.7	-1	-4
CCC(O)C1CCN(Cc2cn(Cc3ccccc3)nc2-c2cc3ccccc3o2)CC1 (centres undefined)
  13	-13	-8	0	12	28	9.3	-15	-3
COc1ccc(NC(=O)c2ccc(NS(=O)(=O)c3cccc4cccnc34)cc2)cc1
  -10	4	5	-19	0.4	4	3.8	-7	-3
CCc1ccc(CCC(=O)Nc2ncc(Cc3ccccc3Cl)s2)o1
  5	-14	5	-8	0.9	1	0.1	-6	-8
Cc1ccc(C)c(NC(=O)CCC(=O)N/N=C/c2cc([N+](=O)[O-])ccc2O)c1
  10	9	-3	-16	0.2	3	0.0	-6	-3
CC(=O)N=c1c(C#N)cc2c(=O)n3ccccc3nc2n1Cc1ccccc1
  -12	-18	19	-2	0.5	1	0.4	0	-8

Complete entries as entered above:
Cc1ccc(C2C3=C(CC(C)(C)CC3=O)N(CCN3CCOCC3)C3=C2C(=O)CC(C)(C)C3)cc1 is entered as CHO-K1 Ca antag = 18; TAAR1 antagonist = 1; M1 PAM parental = -7; CHO parental Ca = -21; V1aR counter = -0.6; TAAR1 agonist = 13; M1 ag parental = 0.2; OXTR potentiate = -8; M1 ag = -3
Cc1ccc(C)c(NC(=O)CCC(=O)N/N=C/c2cc([N+](=O)[O-])ccc2O)c1 is entered as CHO-K1 Ca antag = 10; TAAR1 antagonist = 9; M1 PAM parental = -3; CHO parental Ca = -16; V1aR counter = 0.2; TAAR1 agonist = 3; M1 ag parental = 0.0; OXTR potentiate = -6; M1 ag = -3
